Screening data deposited in PubChem by National Center for Advancing Translational Sciences (NCATS).
ALDH1A1 block – inhibitors of human aldehyde dehydrogenase 1A1 | Purified ALDH1A1, NADH fluorescence, propionaldehyde substrate | P00352 | AID 1030 | Potency, µM (titrated, usually from 75.3 µM), for the others: at the top dose activity, negative = inhibition, most hits filed as inhibitors | 220,000 compounds, 7.3% hits; active = well fitted inhibition curve with a large enough effect, not every such curve was filed as active; inconclusive = small, poorly fitted or top-dose-only effect, or another doubt; inactive = no such curve, though single readings can be large or run the other way;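 also: plate controls were no enzyme wells and a reference inhibitor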
TRb-SRC2 inh – TRbeta-SRC2 interaction inhibition; P10828; TRbeta-SRC2 peptide binding, fluorescence polarization; receptor liganded with 1 µM T3; Potency, µM (series often up to 106 µM), for inactives: top-dose activity change, negative = inhibition, actives largely listed as inhibitors; 280,000 compounds, 0.065% hits; AID 1469;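 also: plate controls were bound peptide for no effect and peptide without receptor for full effect; nearly all actives have a fitted effect of over 50% in size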
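Each compound concentration gave % activity, normalized to unbound and bound Texas Red SRC2 controls, from polarization read after 5 hr ambient incubation with T3-loaded human TRb LBD.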
L3MBTL1 block – L3MBTL1 (human) inhibition; Q9Y468; AlphaScreen L3MBTL1–H3K9me1 peptide binding; Potency, µM (doses to about 57.1 µM), inactives show at the top dose activity, negative = inhibition, most hits filed as inhibitors; 230,000 compounds, 0.66% hits; also: nearly all actives have a fitted effect of over 60% in size
Target sequence (Q9Y468 whole entry, looked up): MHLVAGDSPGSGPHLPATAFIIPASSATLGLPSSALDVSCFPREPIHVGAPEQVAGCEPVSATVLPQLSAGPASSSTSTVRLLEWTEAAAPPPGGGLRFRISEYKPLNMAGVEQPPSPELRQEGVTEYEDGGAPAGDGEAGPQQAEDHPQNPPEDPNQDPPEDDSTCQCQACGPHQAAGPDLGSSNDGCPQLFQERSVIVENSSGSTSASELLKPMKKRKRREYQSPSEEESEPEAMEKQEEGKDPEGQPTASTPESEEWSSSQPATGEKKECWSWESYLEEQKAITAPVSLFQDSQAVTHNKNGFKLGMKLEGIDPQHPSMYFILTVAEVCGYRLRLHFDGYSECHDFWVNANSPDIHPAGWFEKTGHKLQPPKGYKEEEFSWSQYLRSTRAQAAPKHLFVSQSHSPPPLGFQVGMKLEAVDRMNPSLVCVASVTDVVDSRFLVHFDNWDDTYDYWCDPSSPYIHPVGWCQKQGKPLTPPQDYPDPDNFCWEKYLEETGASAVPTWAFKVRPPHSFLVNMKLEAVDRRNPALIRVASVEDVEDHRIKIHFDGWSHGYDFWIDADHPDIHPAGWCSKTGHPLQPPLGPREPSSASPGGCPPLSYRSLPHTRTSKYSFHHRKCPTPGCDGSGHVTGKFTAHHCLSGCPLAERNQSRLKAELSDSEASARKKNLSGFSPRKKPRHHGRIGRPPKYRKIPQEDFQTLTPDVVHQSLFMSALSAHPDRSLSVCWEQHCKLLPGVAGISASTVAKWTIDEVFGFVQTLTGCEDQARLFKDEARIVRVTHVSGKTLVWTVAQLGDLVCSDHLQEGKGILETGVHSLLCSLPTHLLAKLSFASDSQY
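L3MBTL1 (50 nM) pre-complexed 30 min with biotinylated H3(1-15)K9me1 peptide (75 nM), then compounds added for 30 min at room temperature; AlphaScreen streptavidin donor/nickel chelate acceptor beads (10 ug/mL final) read after 30 min dark incubation.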
GLA spleen mod – alpha-galactosidase A (human) modulation. P06280. human spleen homogenate, 4MU-alpha-Gal fluorescence, 40 min. Potency, µM (series often up to 80 µM), inactives show at the top dose activity change, negative = inhibition, most hits filed as inhibitors. 240,000 compounds, 0.008% hits. AID 2107;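 also: 0% = enzyme with vehicle and -100% = no enzyme basal signal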
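Spleen homogenate 1 ug + cpd (titration) + 4-MU-alpha-D-galactopyranoside 1 mM; 37C 40 min; 50 mM citrate/phosphate pH 5.0, 0.01% Tween-20; stop pH 10; fluorescence 365/440; AC50 via Hill.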
Tau fluor counter – counter-screen for tau fibril formation inhibitors; tau K18 P301L Alexa594 fluorescence, heparin fibrillization; Potency, µM (titrated, usually from 57.7 µM), for the others: top-dose activity change, negative = decrease; 280,000 compounds, 0.93% hits; also: nearly all actives have a fitted effect of over 55% in size
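Human K18 P301L tau (15 uM unlabeled plus 0.24 uM Alexa 594-labeled, final) in 100 mM sodium acetate pH 7 was mixed with compound and 20 uM heparin and incubated 6 hr at 37 C.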
TexasRed fluor – counter-screen for TRb-SRC2 inhibitors: fluorescence interference; 280,000 compounds, 0.29% hits; TRb/SRC2 Texas Red total fluorescence interference; Potency, µM (top dose mostly 106 µM), inactives show top-dose fluorescence change, negative = quenching; active = well fitted curve in either direction with a large enough effect; inconclusive = small, poorly fitted or top-dose-only effect
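Flags fluorescent or light-absorbing compounds by total fluorescence, S + 2P, at 555 nm excitation and 632 nm emission. Mixture: 20 nM Texas Red SRC2 peptide, 0.6 uM human TRb LBD, 1 uM T3, 5% DMSO; compound exposure 5 h at ambient temperature.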
Tau FP inhib – inhibitors of human tau fibril formation | P10636 | K18 P301L tau heparin fibrillization, Alexa594 FP, 6 h | Potency, µM (doses to about 57.7 µM), inactives show at the highest dose activity, negative = inhibition, hits mostly inhibitors | 280,000 compounds, 0.39% hits; also: nearly all actives have a fitted effect of over 55% in size
Target sequence (P10636 561-689 P618L limits assumed): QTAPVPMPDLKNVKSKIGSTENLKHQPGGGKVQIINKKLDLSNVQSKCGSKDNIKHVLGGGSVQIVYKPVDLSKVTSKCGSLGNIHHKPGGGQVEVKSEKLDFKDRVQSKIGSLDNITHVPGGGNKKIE
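Recombinant K18 P301L […], labeled with Alexa 594 at 0.24 uM over 15 uM unlabeled; heparin inducer 20 uM final; 37 C, 6 hr; FP endpoint.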
Tau ThT inhib – blocks human tau fibril formation measured by thioflavin T. Potency, µM (series often up to 57.4 µM), inactives show at the top dose activity, negative = inhibition, hits mostly inhibitors. 270,000 compounds, 2.1% hits. P10636. recombinant tau K18 P301L (four-repeat tau fragment), heparin-induced fibrillization, ThT fluorescence; also: nearly all actives have a fitted effect of over 55% in size
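Tau K18 P301L fragment (15 uM unlabeled plus 0.24 uM Alexa 594-labeled) in 100 mM sodium acetate pH 7 with compound, fibrillization induced by 20 uM heparin for 6 hr at 37 C. Thioflavin T (30 uM) added, fluorescence read after 1 hr (ex 450, em 510 nm).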
An asterisk follows results filed as active; ? = inconclusive; · = no result given; & = joins results of further samples; [ ] = dose if it differs, or a comment. Unless noted, calls follow the shape of the dose curve; as a rule, active = well fitted curve in the direction sought with a large enough effect; inconclusive = small, poorly fitted or top-dose-only effect, or another doubt; inactive = no such curve, though single readings can be large; an effect the other way counts as inactive or inconclusive. Unless noted, % is scaled to controls: 0 for no effect and ±100 for the full control effect; potency is read from the fitted curve at half-maximal effect. These rows are one share of the data; the hit share may differ from the screen's.

SMILES	ALDH1A1 block	TRb-SRC2 inh	L3MBTL1 block	GLA spleen mod	Tau fluor counter	TexasRed fluor	Tau FP inhib	Tau ThT inhib
CN1CCN(c2ccc([N+](=O)[O-])c(N/N=C3\CN4CCC3CC4)c2)CC1	13.6%	1.8%	-6.6%	1.6%	6.2%	-1.6%	0.7%	-6.0%
Fc1ccc(C(OCCN2CCN(CCCc3ccccc3)CC2)c2ccc(F)cc2)cc1	-18.2%	-1.1%	·	10.3%	-22.7%&-9.4%&-8.2%	1.8%	-17.0%&5.3%&2.1%	?
O=C(c1ccc2nc(-c3ccco3)c(-c3ccco3)nc2c1)N1CCC2(CC1)OCCO2	?	-6.9%	28.2µM*	7.2%	?	-21.9%	20µM*	8.91µM*
O=C(c1cc(Br)ccc1Cl)N1CCC2(CC1)OCCO2	2.4%	-3.4%	3.3%	-1.0%	4.7%	-3.5%	-1.6%	0.6%
Cc1ccc(C)c(NC(=S)NCCc2cnc[nH]2)c1	·	-10.0%	?	0.4%	-6.5%	1.2%	-1.0%	-1.9%
Nc1c(C(=O)NCc2ccco2)c2nc3ccccc3nc2n1Cc1ccccc1	?	·	31.0%[activator]	?	?	-0.3%	?	?
COCc1cc(OC(=O)N(C)C)nc(-c2ccccc2)n1	·	1.3%	7.9%	3.1%	-4.1%	2.6%	-1.2%	-6.3%
O=C1NS(=O)c2cc([N+](=O)[O-])cc([N+](=O)[O-])c21 (stereo unspecified)	22.4µM*	6.5%	0.5%	-10.7%	-10.4%	-3.3%	?	?
CCCNC(=O)c1c(N)n(CC2CCCO2)c2nc3ccccc3nc12 (stereo unspecified)	?	?	-22.9%	-10.8%	?	-4.7%	?	?
COC(=O)c1cc(COc2cc(C)cc3oc(=O)c4c(c23)CCC4)c(C)o1	?	2.1%	-5.8%	2.8%	0.3%	-0.7%	2.0%	-11.6%
C=CCn1c(O)c(C(C)=NC2CCN(Cc3ccccc3)CC2)c(=O)[nH]c1=O	·	4.1%	·	1.9%	2.0%	-3.4%	-2.6%	-2.2%
CN(C=O)CP(=O)(O)CN(C)C=O	6.7%	1.6%	4.5%	-5.0%	-1.9%	-3.5%	-2.8%	3.1%
COc1ccc(OCC(=O)N2CCN(Cc3cc(=O)n4nc(-c5ccc(OC)cc5)sc4n3)CC2)cc1	·	-1.9%	·	·	-9.8%	-3.1%	-4.8%	?
C[N+]12CN3CN(CN(C3)C1)C2	4.9%	2.0%	·	-0.9%	3.4%	1.3%	-1.2%	-7.6%
Cc1cccc(N2C(=O)NC(=O)/C(=C/c3ccc([N+](=O)[O-])o3)C2=O)c1	-4.1%	7.9%	6.31µM*	-6.5%	2.2%	-5.3%	4.5%	0.2%
CNC(=O)O/N=C(\N)Cc1csc2ccc(Cl)cc12	·	-4.4%	·	0.8%	5.8%	-1.0%	-2.3%	·
c1ccc2c(c1)CCCC2	-16.0%	4.5%	·	1.6%	·	0.4%	·	·
COc1ccc(C(O)c2cc(OC)ccc2OP(=O)(N(C)C)N(C)C)cc1 (stereo unspecified)	10.8%	-0.5%	-7.6%	1.2%	11.0%	0.4%	1.8%	10.7%
COc1ccc(C2(C#N)CC[N+](C)(C)CC2)cc1	4.4%	-16.9%	6.5%	-4.9%	3.8%	-1.0%	3.1%	2.7%
CCc1ccc(C(=O)NN(C(=O)c2cc(C)cc(C)c2)C(C)(C)C)cc1	3.0%	-2.2%[201 µM]	·	2.5%	-10.9%	-2.9%[201 µM]	1.9%	-1.9%
CCC(C)NC(=O)c1c(N)n(Cc2ccc3c(c2)OCO3)c2nc3ccccc3nc12 (stereo unspecified)	?	-27.9%	20.7%	20.1%	?	-2.7%	?	20µM*
O=C(c1cc(S(=O)(=O)N2CCC3(CC2)OCCO3)ccc1F)N1CCC2(CC1)OCCO2	?	-0.4%	·	6.1%	-2.5%	-2.7%	-5.7%	-4.4%
Cc1ccc(OP(N)(=O)Oc2ccc(C)cc2)cc1	-2.8%	9.5%	18.3%	5.0%	6.4%	0.5%	6.3%	5.5%
Cc1c(C(=O)C(=O)N2CCC3(CC2)OCCO3)c2ccccc2n1C	-7.8%	5.3%	1.1%	11.0%	4.2%	-2.1%	3.4%	9.6%
COc1ccc(Cn2c(N)c(C(=O)NCc3ccco3)c3nc4ccccc4nc32)cc1	?	-20.7%	5.8%	?	?	-7.0%	-6.5%	20µM*

Part of the list above, with values under each structure:
Order of values: ALDH1A1 block | TRb-SRC2 inh | L3MBTL1 block | GLA spleen mod | Tau fluor counter | TexasRed fluor | Tau FP inhib | Tau ThT inhib
> C[N+]12CN3CN(CN(C3)C1)C2
    4.9% | 2.0% | · | -0.9% | 3.4% | 1.3% | -1.2% | -7.6%
> CCc1ccc(C(=O)NN(C(=O)c2cc(C)cc(C)c2)C(C)(C)C)cc1
    3.0% | -2.2%[201 µM] | · | 2.5% | -10.9% | -2.9%[201 µM] | 1.9% | -1.9%
> Cc1c(C(=O)C(=O)N2CCC3(CC2)OCCO3)c2ccccc2n1C
    -7.8% | 5.3% | 1.1% | 11.0% | 4.2% | -2.1% | 3.4% | 9.6%
> CCC(C)NC(=O)c1c(N)n(Cc2ccc3c(c2)OCO3)c2nc3ccccc3nc12 (stereo unspecified)
    ? | -27.9% | 20.7% | 20.1% | ? | -2.7% | ? | 20µM*
> CNC(=O)O/N=C(\N)Cc1csc2ccc(Cl)cc12
    · | -4.4% | · | 0.8% | 5.8% | -1.0% | -2.3% | ·

(further entries)
SMILES	ALDH1A1 block	TRb-SRC2 inh	L3MBTL1 block	GLA spleen mod	Tau fluor counter	TexasRed fluor	Tau FP inhib	Tau ThT inhib
O=C(NCc1cccs1)c1ccc(Br)o1	?	-10.5%	9.5%	-0.9%	-15.1%	-1.9%	-5.3%	-6.9%
CCCCOc1ccc(CN2CCN(CC)CC2)cc1	1.6%	-2.2%	·	2.4%	-2.9%	-0.9%	0.9%	-5.9%
O=C1NC(=O)C(=Cc2cc3c(cc2[N+](=O)[O-])OCO3)C(=O)N1	15.8µM*	3.3%	-5.2%	-0.1%	-18.0%	-1.8%	28.2µM*	12.6µM*
O=C(c1ccccc1F)c1cn(CC(=O)N2CCOCC2)c2ccccc12	-0.1%	-2.2%	0.4%	-9.7%	-2.1%	-1.8%	-2.0%	-6.8%
CCC(C)n1c(O)c(/C=N/N2CCOCC2)c(=O)[nH]c1=S (stereo unspecified)	-1.4%	6.1%	10.1%	4.8%	-9.5%	1.6%	-0.9%	-16.3%
O=C1C2CCCN2C(c2ccc(Cl)cc2)N1c1ccccn1 (stereo unspecified)	?	-5.9%	45.2%[activator]	3.3%	-8.0%	-4.9%	-1.6%	-5.8%
CCn1c(O)c(C=NCc2cccs2)c(=O)[nH]c1=O	-1.6%	-4.3%	13.8%	5.4%	-1.5%	-3.7%	3.3%	0.2%
CCc1nc2ccccc2c(=O)n1-c1cccc(OC)c1	3.9%	-16.5%	·	0.9%	-1.4%	0.9%	-3.6%	6.3%
CN1CCN(c2ccc3ccccc3n2)CC1	-14.7%	1.5%&4.7%&2.9%	·	-11.3%&25.5%&11.7%	-7.9%&-3.9%&-6.4%	-3.5%&-1.5%&-0.6%	-6.0%&-15.7%&-6.4%	-7.0%&4.1%&-8.0%
C=CCN1C(=O)/C(=C/c2ccc(N3CCOCC3)o2)C(=O)NC1=S	-6.4%	0.1%	-46.6%	8.4%	2.8%	0.1%	-1.0%	0.1%
O=C(C1CCCO1)N1CCC2(CC1)OCCO2 (stereo unspecified)	6.2%	-1.3%	-0.1%	5.2%	1.7%	-3.7%	0.9%	-2.8%
O=c1[nH]c(=O)n(CCc2ccc(F)cc2)c(O)c1/C=N/N1CCCCC1	·	4.5%	-0.7%	0.0%	-18.9%	-0.9%	?	?
CCCCNC(=O)CN1C(=O)CN=C(c2ccccc2)c2ccccc21	·	1.5%	·	4.5%	4.7%	-0.8%	1.0%	-0.4%
N=c1n(CCO)c2ccccc2n1Cc1ccccc1	5.9%	2.9%	-1.3%	1.5%	1.5%	1.6%	3.8%	-6.6%
CCn1c(O)c(N=Nc2cccc(S(=O)(=O)N3CCOCC3)c2)c(=O)n(CC)c1=S	·	0.2%	-10.4%	-6.4%	-20.5%	-0.5%	2.9%	?
CC(=O)OC1CC(OC(C)=O)[C@]2(C)C(CC(OC(C)=O)[C@]3(C)C2CC[C@@]2(C)C(c4ccoc4)C(=O)C4O[C@]432)C1(C)C (stereo partly specified)	6.0%	4.6%	·	?	-11.8%	-1.7%	3.5%	-13.1%
CC1(C)N2CC3([N+](=O)[O-])CN1CC([N+](=O)[O-])(C2)C3	·	-0.5%	5.1%	-12.3%	1.2%	-0.5%	4.3%	-3.7%
C=C(C)CN1CC[C@@]23c4c5ccc(O)c4O[C@H]2c2[nH]c4ccccc4c2C[C@]3(O)[C@@H]1C5	-33.0%	-3.3%	·	-3.2%	-24.2%	-1.9%	8.3%	-2.3%
C[C@@H]1CC[C@@]2(OC1)O[C@H]1[C@@H](O)[C@H]3[C@@H]4CC[C@H]5C[C@@H](O[C@@H]6O[C@H](CO)[C@H](O[C@@H]7O[C@H](CO)[C@@H](O)[C@H](O[C@@H]8OC[C@@H](O)[C@H](O)[C@H]8O)[C@H]7O[C@@H]7O[C@H](CO)[C@@H](O)[C@H](O[C@@H]8O[C@H](CO)[C@@H](O)[C@H](O)[C@H]8O)[C@H]7O)[C@H](O)[C@H]6O)[C@H](O)C[C@]5(C)[C@H]4CC[C@]3(C)[C@H]1[C@@H]2C	20µM*	6.4%	·	23.2%	·	-1.3%	·	·
CCN(CC)Cc1c[nH]c2ccccc12	?	-22.3%	-1.1%	-5.3%	?	-1.4%	1.2%	?
C=CCN1C(=O)NC(=O)/C(=C/c2cnc(SC)nc2)C1=O	1.3%	3.8%	1.8%	-2.9%	-23.8%	2.9%	?	?
COC(=O)N1C(c2ccccc2)C1c1ccccc1 (stereo unspecified)	-8.2%	5.8%[53 µM]	7.2%	2.3%	-9.3%	-1.0%[53 µM]	-5.5%	1.7%
CCS(=O)(=O)N1CCC(C(=O)N2CCC3(CC2)OCCO3)CC1	7.5%	7.8%	-21.0%	-0.3%	-1.6%	0.3%	-1.4%	-6.9%
